Lipid storage S3 = qHTS Assay for Lipid Storage Modulators in Drosophila S3 Cells; Drosophila S3 cells, BODIPY lipid droplet fluorescence, 18-24 h; cells fed with added oleic acid; lipid storage change, negative = inhibition, % at the top dose, mostly 46.1 µM; hits show Potency in µM; 320,000 tested, 0.64% active; AID 2685; active = well fitted inhibition curve with a large enough effect in the signal ratio, with a control signal flat, not every such curve was filed as active; inconclusive = small, poorly fitted or top-dose-only effect, or effect the other way, or a change in a side signal; the % refers to the signal ratio
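Drosophila S3 cells got compounds at several concentrations plus oleic acid (400 uM solution). Laser-scanning cytometry with 488 nm excitation read lipid droplets at 500-530 nm and cells at 575-640 nm. Percent activity was relative to 20 uM Triacsin C.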
Lipid storage S3 cell count max = recorded beside Lipid storage S3, whose call it bears; cell number change, %; measured here: cell count max response;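 cells counted by Cell Tracker Red CMTPX staining in the red channel; peak over a dose series mostly up to 46.1 µM; percent activity relative to internal control wells on each plate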
Active calls of the source: *; i = inactive; ? = inconclusive; nt = not tested or not shown; [ ] = dose if it differs, or a comment. % is set by controls: 0 for no effect and ±100 for the full control effect; potency is the fitted concentration of half-maximal effect. These rows are one share of the data; count on the stated rates, not on these rows.

Order of values: Lipid storage S3 | Lipid storage S3 cell count max
- CC(C)c1cc2c(c(O)c1O)[C@@]13CCCC(C)(C)C1CC2OC3=O (stereo not given in full)
    ? | nt
- CCN(CC)c1ccc(-n2c(C)cc(C=O)c2C)cc1
    ? | nt
- CC(=O)O/N=C(\N)c1ccc(-c2csnn2)cc1
    -7.9% | -0.9
- COc1ccccc1CCNC(=O)c1ccccc1SCC(=O)N1CCCC1
    ? | nt
- CCC(NC(=O)NCc1ccccc1)(C(F)(F)F)C(F)(F)F
    14.2% | -2.6
- COCCn1c(=NC(=O)CSC(C)=O)sc2cc(F)ccc21
    ? | nt
- CCn1cc(C(=O)O)c(=O)c2cc(F)c(N3CCN(C(=S)NC(=O)c4ccc(F)cc4)CC3)cc21
    ? | nt
- O=C(O)C1CCN(C(=O)c2cccc3ccccc23)CC1
    ? | nt
- CCOC(=O)c1c(NC(=O)c2ccco2)sc(C(=O)N2CCCC2)c1C
    ? | nt
- CC(NC(=O)CCc1nnc(C2CCCCC2)o1)c1ccc(F)cc1 (stereo not given)
    -12.3% | -14.5
- CCOC(=O)CC1CCCCN1C(=O)CCCn1nnnc1CN1CCOCC1 (stereo not given)
    0.4% | -3.5
- CCNC(=O)NC(=O)C(C)Sc1ccc2c(c1)OCCO2 (stereo not given)
    ? | nt
- CCOC(=O)c1c(S(=O)(=O)NCC(C)c2ccccc2)c(C)n(C)c1C (stereo not given)
    -4.7% | -2.1
- COCCNC(=S)Nc1ccccn1
    -1.3% | -10.4
- CCOc1cc(/C=C2\SC(=N)N(c3nccs3)C2=O)ccc1OCCN1CCOCC1
    ? | nt
- CCOC(=O)COc1coc(CN2CCN(c3ccc(F)cc3)CC2)cc1=O
    ? | nt
- CC(C)c1ccc(CNc2nnnn2C)cc1
    -2.8% | 0.5
- Cc1cc(NS(=O)(=O)c2ccc(NC(=O)CSc3nc4sc(C(=O)O)c(C)c4c(=O)[nH]3)cc2)no1
    -26.9% | nt
- O=C(Nc1ccccc1)Nc1ccc2ocnc2c1
    ? | nt
- Cc1cc(NC(=O)CSc2ccccc2)no1
    ? | nt
- CC(C)Oc1ccc(S(=O)(=O)N2CCOCC2)cc1NC(=O)Cc1cccs1
    ? | nt
- CCOC(=O)COc1ccc(S(=O)(=O)NCc2ccco2)cc1
    ? | nt
- Cc1noc(C)c1CN(C(=S)NC1CC2CCC1C2)c1ccccc1 (stereo not given)
    ? | nt
- O=C(CNC(=O)c1ccccc1F)OCc1nc2ccc(Cl)cc2n1CCO
    ? | nt
- COc1ccccc1C(=O)COC(=O)/C(=C/c1ccccc1)NC(C)=O
    ? | nt
- COC(=O)c1ccc(C(=O)OCc2nc3cc4ccccc4cc3[nH]2)cc1
    10.7% | 8.7
- CSCC[C@H](N)C(=O)NCC1CCC(C(=O)Nc2ccc3c(c2)OCO3)CC1 (stereo not given in full)
    ? | nt
- CCN1CCC2(CCN(Cc3cn[nH]c3-c3ccc(OC)c(F)c3)C2)C1 (stereo not given)
    3.1% | 15.0
- CCOc1ccc2[nH]c(=O)c(C(c3nnnn3CCOC)N3CCOCC3)cc2c1 (stereo not given)
    i | 2.4
- COc1ccc(OCCCC(=O)Nc2cccc(C(C)=O)c2)cc1
    -26.4% | -17.0
- COc1ccccc1Oc1ncnc2sccc12
    ? | nt
- CC(=O)COC(=O)CNC(=O)c1ccc(Br)cc1
    ? | nt
- CCC(=O)N1c2ccc(S(=O)(=O)NCCc3ccccc3)cc2CC1C (stereo not given)
    ? | nt
- Cc1ccc(NC(=O)Nc2ccccc2C(=O)NCc2ccccc2)cc1
    ? | nt
- CCOc1cc(/C=N\n2nnnc2N)ccc1O
    -0.5% | 10.6
- c1ccc(-c2nnc(CSc3nc4ccccc4[nH]3)o2)cc1
    ? | nt
- CC(=O)c1cccc(S(=O)(=O)N2CCC(c3nc4ccccc4[nH]3)CC2)c1
    ? | nt
- O=C(Nc1cccc(F)c1)c1ccc2c(c1)OCO2
    i | nt
- CC(=O)Nc1ccc(S(=O)(=O)N(Cc2cc3ccc(C)cc3[nH]c2=O)CC2CCCO2)cc1 (stereo not given)
    ? | nt
- CCOC(=O)c1c(NC(=O)c2ccco2)sc2c1CCCC2
    ? | nt
- CC1=C(C(=O)Nc2ccccc2)C(c2ccc(C)o2)n2ncnc2N1 (stereo not given)
    ? | nt
- CSCCC(NC(=O)CCC(=O)OCC(=O)[C@@]1(O)CCC2[C@@H]3CCC4=CC(=O)C=C[C@]4(C)C3[C@@H](O)C[C@@]21C)C(=O)O (stereo not given in full)
    ? | nt
- CC(=O)c1cccc(S(=O)(=O)N2CCN(c3ccccc3F)CC2)c1
    i | -4.3
- C=CCC1CCCCC12NC(=O)N(c1ccccc1)N2 (stereo not given)
    2.2% | 19.3
- c1ccc(-n2nnnc2NC2CCCCC2)cc1
    i | nt

Continuation.
structure	Lipid storage S3	Lipid storage S3 cell count max
CC1(C)Cc2cccc(OCC(=O)N3CCN(c4ccccc4)CC3)c2O1	-13.4%	-8.7
COc1ccccc1N1CCN(C(=O)c2cc(S(=O)(=O)N3CCOCC3)ccc2C)CC1	i[0.0737 µM]	-3.4
CCOC(=O)c1cnc2ccc(OCC)cc2c1N1CCN(c2ccccc2OC)CC1	?	nt
Cc1ccc(OCC(=O)NNC(=O)C2CCC2)cc1C	-5.3%	-1.0
C/C(=N\Nc1nc2ccc(Cl)cc2o1)c1ccccc1	-3.4%	-0.3
Cc1ccc(C(=O)N2CC(=O)Nc3ccc(F)cc3C2c2ccccc2)cc1 (stereo not given)	11.7%	nt
COc1cc(NC(=O)c2nccnc2N)cc(C(=O)Nc2cccc(C(F)(F)F)c2)c1	?	nt
Cc1cc2cc(CNC(=O)c3cccs3)ccc2n1C	?	nt
Cc1cc2cc(C)c3nnc(SCC(=O)NCc4ccco4)n3c2cc1C	-1.4%	-22.2
COc1ccccc1N(CC(O)CN1CCOCC1)S(=O)(=O)c1ccccc1 (stereo not given)	i	-28.6
c1ccc2c(c1)nc(CN1CCOCC1)n1c3ccccc3nc21	?	nt
CCCCCc1cc(=O)oc2c(C(CCN3CCN(c4ccccc4)CC3)c3ccc4c(c3)OCO4)c(OC)cc(OC)c12 (stereo not given)	?	nt
Brc1ccc(CN2CCN(c3ccccc3)CC2)o1	?	nt
COc1ccc(-c2cnc3nc(/N=C/N(C)C)nn3c2/N=C/N(C)C)cc1	17.6%	nt
CCOc1ccc2nc(NCCNC(=O)c3cc(OC)c(OC)c(OC)c3)c(C#N)cc2c1	?	nt
O=C(Cc1nc2ccccc2s1)c1ccc(O)cc1O	i	nt
COc1cccc(C(=O)Nc2ccc(NC(=O)C3CC3)cn2)c1	-28.0%	14.6
CCOC(=O)N1CCN(S(=O)(=O)N2CCCC(C(=O)NCCc3ccc(OC)c(OC)c3)C2)CC1 (stereo not given)	-9.9%	-20.2
O=C(Nc1ccc(F)cc1)c1cnc(-c2ccccc2)nc1-c1ccccc1	?	nt
CCN(CC(=O)Nc1ccc(NC(C)=O)cc1)C(=O)Cc1coc2cc(C)c(C)cc12	?	nt
CC(C)(C)c1ccc(OCCC(=O)NCC(c2cccs2)N2CCOCC2)cc1 (stereo not given)	?	nt
Cn1c(SCC(=O)NCc2ccco2)nnc1C1CCCC1	?	nt
COc1ccc(C2=CC3=C(Br)C(=O)C(C)(OC(=O)C4CCCC4)C(=O)C3=CO2)cc1 (stereo not given)	?	nt
c1ccc(CNc2nnnn2-c2ccccc2)cc1	-4.7%	-13.3
COc1ccc(-c2c([C@H]3[C@@H]4C=CCC[C@@]4(C)C(=O)N3Cc3ccccc3)ccc3ccccc23)cc1OC	3.1%	20.6
O=C(N/N=C/C(Cl)=C/c1ccccc1)c1cnccn1	7.6%	-7.2
Cc1ccc2nc3c(cc(C(=O)NCCc4ccccc4)c(=N)n3CCCN3CCOCC3)c(=O)n2c1	?	nt
CCn1ccc(-c2ccccc2)c(C#N)c1=O	?	nt
O=C(c1ccc([N+](=O)[O-])cc1)N1CCCC1	?	nt
CC1(C)CC(=O)C(N=Nc2ccc(Br)cc2)=C(O)C1	?	nt
C=CCc1c(C)nc(SC)nc1Nc1ccc(C(C)=O)cc1	?	nt
COc1cccc(C(=O)Nc2cc(NC(=O)c3ccco3)ccc2OC)c1	?	nt
CCOC(=O)CSc1nnc(CNc2nc(-c3ccccc3)cs2)n1C	1.8%	-8.8
CCOC(=O)c1c(C)[nH]c(C(=O)OCC(=O)Nc2ccccc2)c1C	?	nt
COc1ccc(CCNC(=O)C2CC(c3ccc([N+](=O)[O-])cc3)=NO2)cc1 (stereo not given)	7.1%	nt
CN(C)/C=N/c1sc2c(c1C#N)CCCC2	?	nt
O=S(=O)(CCc1nc2ccccc2[nH]1)c1ccc(Cl)cc1	-0.6%	-12.8
O=C(Cc1ccc(Cl)cc1)Nc1ccc(Br)cc1	?	nt
NC(=O)c1oc2ccccc2c1NC(=O)C1COc2ccccc2O1 (stereo not given)	5.3%[9.22 µM]	14.3
O=[N+]([O-])c1nn(-c2ccc3c(c2)OCCO3)n(O)c1=NCc1ccc(F)cc1Cl	-3.9%	0.3
CC(=O)NC(CC(=O)NC12CC3CC(CC(C3)C1)C2)c1ccccc1 (stereo not given)	?	nt
O=C(O)CC1SC(=Nc2cccc(C(F)(F)F)c2)NC1=O (stereo not given)	?	nt
Cc1cc(C)cc(N2C(=O)CC(n3ccnc3)C2=O)c1 (stereo not given)	?	nt
COC(=O)c1cc(C(=O)OCC(=O)NC2CCS(=O)(=O)C2)cc([N+](=O)[O-])c1 (stereo not given)	?	nt
O=C(O)c1ccc(Nc2nc(-c3cccnc3)cs2)cc1O	?	nt
CN(C)CCOC(=O)CC12CC3CC(C1)CC(CC(=O)OCCN(C)C)(C3)C2	-11.6%	-19.8
O=C1COc2cc(S(=O)(=O)NCc3ccco3)c(Cl)cc2N1	8.7%	5.4
Cc1c(C(=O)OCC(=O)N2CC(C)OC(C)C2)oc2ccc(Br)cc12 (stereo not given)	?	nt
N#C/C(=C\c1ccc(-c2ccccc2C(=O)O)o1)c1nc2ccccc2[nH]1	-14.4%	-1.2
CN(C(=S)Nc1cccnc1)c1ccc(O)cc1	11.3%	19.0
Cn1ccsc1=NC(=O)c1cccc(C#N)c1	i	22.7
O=S(=O)(Nc1cccc2ccccc12)c1cccs1	22.7%	nt
Nc1c2c(nc3sc4c(c13)CCCC4)CCCCCC2	-2.1%	4.6
Cc1nn(-c2cccc(C(F)(F)F)c2)c(=O)c2ccccc12	6.4%	-3.3
C=CCn1c(SCc2cc([N+](=O)[O-])cc3c2OCOC3)nc2cc(C(=O)O)ccc2c1=O	-10.8%	-0.5
CCC(NS(=O)(=O)c1ccc(OC)cc1)C(=O)NCCc1ccccc1 (stereo not given)	?	nt

New compounds follow
structure	Lipid storage S3	Lipid storage S3 cell count max
CC(=O)Nc1ccc2nc(CN3CCN(CC(C)C)C(CCO)C3)ccc2c1 (stereo not given)	8.3%	12.7
O=C(c1ccc2c(c1)OCO2)N1CCN(S(=O)(=O)N2CCCCC2)CC1	?	nt
CCOc1ccc(Br)cc1S(=O)(=O)Nc1ccc(C(=O)OCC(=O)Nc2ccc(C#N)cc2)cc1	?	nt
CC(C)CCNC(=O)c1ccc(OC2CCN(S(=O)(=O)N(C)C)CC2)cc1	0.7%	-12.5
COc1cc(NC(=O)c2cnn3c(C(F)F)cc(C4CC4)nc23)c(OC)cc1Cl	?	nt
COc1ccccc1CNS(=O)(=O)c1cccs1	i	7.4
CC(=O)OC1c2c(ccc3ccc(=O)oc23)OC(C)(C)C1OC(=O)CC(C)C (stereo not given)	22.5%	nt
O=C(NCc1ccccc1)C1CC(=O)N(c2ccc(OCC(=O)N3CCCC3)cc2)C1 (stereo not given)	-3.6%	-17.6
COc1ccc(C2NC(=O)CS2)cc1 (stereo not given)	-0.7%	0.4
Clc1ccc(-n2nnnc2SCc2cn3ccccc3n2)cc1	?	nt
c1ccc(COc2ccc(Oc3nc(N4CCCCC4)nc(N4CCOCC4)n3)nn2)cc1	?	nt
COc1ccc(COc2cc(-c3cccc(OC)c3)nc3ccc(NC(=O)c4cccnc4)cc23)cc1	1.0%	-7.4
CN(c1ccccc1)S(=O)(=O)c1cccc(NC(=O)Cc2c(F)cccc2Cl)c1	?	nt
CCOc1ccc2nc(NC(=O)c3ccc(S(=O)(=O)N4CCOCC4)cc3)sc2c1	?	nt
Cc1ccc(C(=O)NCc2nnc(SCC(=O)Nc3ccccc3)n2C)cc1	?	nt

Screening data as filed in PubChem.
